# TTR transcr act: TTR transcription activation, primary screen. SH-SY5Y TTR promoter Gaussia luciferase, luminescence; 100% = recombinant luciferase protein wells. AID 1117267. activation, % at 16.7 µM. 1.3% of 92,000 active;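 active = activation above the mean of all tested compounds plus 3 SD, cut at about 9.5% in these data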;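 also: cells exposed to compounds for one day before reading; 0% = median of all test compound wells on the plate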
# An asterisk follows results filed as active.
TTR transcr act | SMILES
-0.5 | CCC1(C)NC(=O)N(/N=C/c2ccc(C)s2)C1=O (stereo not drawn)
0.3 | CCCCCNC(=O)C(c1ccc(C(F)(F)F)cc1)n1c(=O)c(-c2ccco2)nc2ccccc21 (stereo not drawn)
-1.8 | CC(CC(=O)NC1CCCCC1)S(=O)(=O)c1ccc2c(c1)CCN2C(=O)C1CC1 (stereo not drawn)
1.1 | O=C(c1ccccc1)N1CCN(C(=O)c2ccc3c(c2)OCO3)CC1
6.6 | O=C(CN1C(=O)C2C3C=CC(C3)C2C1=O)Nc1nc2ccccc2[nH]1 (stereo not drawn)
-0.1 | CCCCCCCC1CC(=O)C=C(C)C1C(=O)OCC (stereo not drawn)
-0.4 | O=C(CN1CCc2ccccc2C1)Nc1ccc(Br)cc1
-2.2 | CCOc1ccc(/C=C/C(=O)NCc2ccccc2)cc1
-0.2 | COc1ccc(C)cc1NC(=O)C(OC(=O)c1ccc([N+](=O)[O-])o1)c1ccccc1 (stereo not drawn)
6.0 | CN(C)C(=O)Nc1ccccc1
-0.2 | CCN1C=C(C(=O)OC)C(c2cccc(C)c2)C(C(=O)OC)=C1
0.6 | CC(=O)N1CCN(CC(=O)Nc2cc([N+](=O)[O-])ccc2Cl)CC1
3.1 | CC(C(=O)Nc1ccc(N2CCOCC2)cc1)N1C(=O)c2ccccc2C1=O (stereo not drawn)
-1.6 | CC1CC(C)CN(CC(O)COc2ccc3c(c2)CCC3)C1 (stereo not drawn)
-0.6 | CCOc1c(Nc2cccc(Cl)c2)c(=O)c1=O
-1.5 | Cc1nn(-c2ccccc2)c(N)c1C1(O)C(=O)Nc2ccc([N+](=O)[O-])cc21 (stereo not drawn)
-0.6 | Cc1cnc(CNC(=O)c2ccc3oc(Cc4ccccc4)nc3c2)[nH]1
-0.7 | COc1cccc(S(=O)(=O)NCc2ccc(C(=O)N3CCN(Cc4ccccc4)CC3)cc2)c1
1.9 | Cc1ccccc1N(CC(=O)NCCc1ccccc1)C(=O)c1csnn1
0.2 | O=C(NN1C(=O)C2C3C=CC(C4CC34)C2C1=O)c1ccccc1Cl (stereo not drawn)
-2.6 | Cc1ccc(NC(=O)Cn2cnc3c(OCc4ccccc4)ncnc32)cc1C
1.1 | CCN(CC)Cc1cc(C(C)=O)ccc1O
0.3 | CC(C)C(NS(=O)(=O)c1ccccc1)C(=O)N1CCCCCC1 (stereo not drawn)
0.0 | CC(=O)N1c2ccc(S(=O)(=O)NCCc3ccc(S(N)(=O)=O)cc3)cc2CC1C (stereo not drawn)
0.0 | COc1ccc(Cl)cc1-c1cc(C(=O)NCc2cc(C(F)(F)F)cc(C(F)(F)F)c2)[nH]n1
0.5 | COc1ccccc1C/C(N)=N/OC(=O)COc1cccc(C)c1
0.7 | CCN1CCN(Cc2ccc(NC(=O)c3cc(NC(=O)N4CCNC4=O)cc(OC)c3)cc2C(F)(F)F)CC1
-1.2 | COc1ccc(Cc2nnc(-c3ccccc3)o2)cc1
-2.0 | O=C(NCc1ccccc1)C(c1cccs1)N(Cc1cccs1)C(=O)c1cnccn1 (stereo not drawn)
1.9 | CCNc1nc(NC(C)C)nc(N(C#N)C(C)C(=O)N(CC)CC)n1 (stereo not drawn)

# As entered above:
# O=C(NCc1ccccc1)C(c1cccs1)N(Cc1cccs1)C(=O)c1cnccn1 (stereo not drawn) – TTR transcr act: -2.0
# Cc1ccc(NC(=O)Cn2cnc3c(OCc4ccccc4)ncnc32)cc1C – TTR transcr act: -2.6
# O=C(CN1C(=O)C2C3C=CC(C3)C2C1=O)Nc1nc2ccccc2[nH]1 (stereo not drawn) – TTR transcr act: 6.6

# (more compounds)
TTR transcr act | SMILES
-2.8 | CCCN(Cc1cc2cc(C)ccc2[nH]c1=O)C(=O)c1cccc(OC)c1
-3.9 | CCC(CO)Oc1cc(NCc2ccc(F)cc2)c2ncn(C(C)C)c2c1 (stereo not drawn)
1.0 | O=c1cc(CN2CC(O)Cc3ccc4ccccc4c32)nc2sccn12 (stereo not drawn)
-1.1 | CCOC(=O)c1sc(Nc2ccc(OCC)cc2)nc1C
1.4 | COC(=O)CCC[C@H]1CC2(C[C@H](CCCO[Si](C)(C)C(C)(C)C)N1C(=O)OC(C)(C)C)OCCO2
-1.6 | O=C(NCCC1=CCCCC1)c1ccc(Cl)c(S(=O)(=O)Nc2ccccc2)c1
0.7 | CC(=O)NCc1nc2ccccc2n1Cc1ccccc1C
0.2 | CCOC(=O)N1CCOCCOCCN(C(=O)OCC)CCOCC1
0.4 | CCNC(=O)C1(C)CCCN(Cc2ccc(Oc3ccccc3)cc2)C1 (stereo not drawn)
-0.2 | CCc1nc(SCC(=O)c2cccc([N+](=O)[O-])c2)n[nH]1
1.4 | CCOc1ccc(CCNC(=O)C2CCN(S(=O)(=O)N3CCCCC3)CC2)cc1OCC
1.1 | COc1ccc(/C=C2/SC(=O)N(CCCCCC(=O)Nc3ccccc3C(=O)O)C2=S)cc1
1.1 | Cc1ccc(-c2csc(N3CCN(c4cc5c(cc4Cl)nc(C)n5CCN4CCCCC4)CC3)n2)cc1
3.4 | COCCSc1ccccc1C(=O)Nc1nccs1
-1.3 | N#C/C(=C\Nc1ccccc1SC(F)(F)F)c1nc(-c2ccc(F)cc2)cs1
-0.4 | COc1ccc(-c2noc(CN(C(=O)C(C)(C)C)C(C)C)n2)cc1
-0.7 | CC1C(=O)C(C)C(c2ccc(Cl)cc2)NC1c1ccc(Cl)cc1 (stereo not drawn)
2.9 | COCC(C)n1c(C)cc(C(=O)COC(=O)c2oc3ccccc3c2C)c1C (stereo not drawn)
-3.3 | N#Cc1ccc(C(=O)Nc2nnc(-c3cccs3)o2)cc1
1.0 | O=C(CN1CC(c2ccccc2)CC1=O)N/N=C/c1cc(Br)ccc1O (stereo not drawn)
1.1 | CCCC[C@@H]1C=C(C(=O)O)[C@H](c2ccc(CC)cc2)N1S(=O)(=O)c1ccc(C)cc1
-1.0 | CCN(CC)C(=O)[C@H]1C[C@H](CC(=O)NCc2ccco2)C(=O)N2CCc3c([nH]c4cc(CCC(=O)N(C)C)ccc34)[C@]12C
1.1 | Cc1cc(C(=O)Cn2nc(C(=O)O)c3ccccc3c2=O)c(C)n1CC(F)(F)F
-1.4 | COc1ccc(C)cc1NC(=O)NC1CCN(Cc2ccccc2)CC1
0.9 | c1cnc(Oc2ccc(-c3nnco3)cc2)cn1
-0.6 | COc1ccccc1C1(CC(=O)N2CCCCC2)CCOC(C(C)C)C1 (stereo not drawn)
0.2 | Cc1ccc(N2CC(C(N)=O)CC2=O)cc1 (stereo not drawn)
-0.1 | CCCN1CCN(CCNC(=O)Nc2cc(C)ccc2C)CC1
3.8 | CCN1CCOC(CC(=O)Nc2cccc([N+](=O)[O-])c2)C1=O (stereo not drawn)
0.6 | CCCCOC(=O)CCN1C(=O)/C(=C/c2ccccc2)SC1=S

# Three of the entries above in order of their number in TTR transcr act, low to high:
smiles,TTR transcr act
CCCN(Cc1cc2cc(C)ccc2[nH]c1=O)C(=O)c1cccc(OC)c1,-2.8
O=C(NN1C(=O)C2C3C=CC(C4CC34)C2C1=O)c1ccccc1Cl (stereo not drawn),0.2
Cc1cc(C(=O)Cn2nc(C(=O)O)c3ccccc3c2=O)c(C)n1CC(F)(F)F,1.1

# Reformatted with each value named: 3 of the compounds above.
CCCC[C@@H]1C=C(C(=O)O)[C@H](c2ccc(CC)cc2)N1S(=O)(=O)c1ccc(C)cc1
- TTR transcr act = 1.1
Cc1cc(C(=O)Cn2nc(C(=O)O)c3ccccc3c2=O)c(C)n1CC(F)(F)F
- TTR transcr act = 1.1
c1cnc(Oc2ccc(-c3nnco3)cc2)cn1
- TTR transcr act = 0.9

# Carrying on.
TTR transcr act | SMILES
-0.5 | CCOC(=O)Cc1csc(NC(=O)CSc2nc3cccnc3n2CC)n1
-0.8 | CN(C(=O)c1cc(S(=O)(=O)N2CCOCC2)cs1)c1ccccc1
-1.3 | COc1cc(C(=O)N/N=C(\C)Cc2ccccc2)cc(OC)c1OC
2.0 | Cc1ccccc1C(=O)N(C)Cc1ccccc1
-0.6 | N=c1oc2cc(O)ccc2cc1C(=O)Nc1nc2ccccc2s1
-0.8 | Cc1cc(C)n2nc(C(=O)Nc3ccn(Cc4ccccc4C)n3)cc2n1
0.3 | O=S(=O)(c1cccs1)N1CCN(c2ccc(Cl)cc2)CC1
-1.0 | COc1ccc(S(=O)(=O)NCCc2ccncc2)cc1
8.2 | CCn1c(C)nc2cc(C(=O)NNC(=S)Nc3ccccc3OC)ccc21
-0.4 | O=[N+]([O-])c1cccc(S(=O)(=O)/N=C(/Nc2ccccc2)c2ccccc2)c1
2.7 | COc1ccc2nc(C(F)(F)C(F)(F)F)c(C#N)c(N)c2c1
-1.4 | O=C1CC(N(Cc2cccs2)C(=O)Nc2ccccc2)C(=O)N1c1ccc(Cl)cc1 (stereo not drawn)
-1.3 | COc1ccccc1CN1CC(C(=O)NCCc2ncccc2C)CCC1=O (stereo not drawn)
-1.2 | COC(=O)c1ccc(Cl)cc1NC(=O)/C=C/c1ccc(C)o1
-3.4 | CC(=O)Nc1cc(-c2cccc(C(=O)N(C)C)c2)cn2c(-c3cccc(C(F)(F)F)c3)cnc12
-1.0 | CC/C(=N/O)c1cnnc(SC)n1
-2.0 | CCOc1ccc2nc(SCC(=O)c3ccc(Cl)s3)sc2c1
0.6 | CCCCCN(C(=O)CCC(=O)OC(C)C(=O)c1ccc(CC)cc1)c1c(N)n(CCCC)c(=O)[nH]c1=O (stereo not drawn)
-0.1 | CCn1c(C(O)c2ccc(C)cc2)nc2ccccc21 (stereo not drawn)
-1.1 | COc1ccc(/C=N/NC(=O)C2CC2)c(OC)c1OC
2.6 | COc1ccc(-c2cnc3c(c2)C(=O)N([C@H](C)CO)C[C@H](C)[C@H](CN(C)C(=O)Cc2cccnc2)O3)cc1
-0.4 | COc1ccc([N+](=O)[O-])cc1NC(=O)CS(=O)(=O)c1ccc(C)cc1
0.2 | O=c1c(-c2ccnn2-c2ccccc2F)cnc2n1CCS2
-1.5 | O=C(Nc1ccc2nc3n(c(=O)c2c1)CCCC3)c1cncc(Br)c1
-0.2 | CCC(C)(C)NC(=O)CN(C(=O)C(=O)Nc1ccc2c(c1)OCCO2)C(C)(C)CC
-1.5 | CCN(CC)N=Nc1ccc(S(=O)(=O)Nc2c(C)n(C)n(-c3ccccc3)c2=O)cc1
-0.8 | Cc1ccc(N2CC(O)Cn3c2nc2c3c(=O)[nH]c(=O)n2C)cc1 (stereo not drawn)
-1.0 | COc1ccc(CCNC(=O)CSCc2ccc(C)cc2)cc1OC
0.2 | CC1(Cc2cccc(C(N)=O)c2)C(=O)Nc2c(Cl)cccc21 (stereo not drawn)
-1.2 | COc1ccccc1CNC(=O)COc1ccccc1C(=O)c1cnn(-c2ccccc2)c1

# Structures from the list above with a COOH group (three):
TTR transcr act | SMILES
1.1 | COc1ccc(/C=C2/SC(=O)N(CCCCCC(=O)Nc3ccccc3C(=O)O)C2=S)cc1
1.1 | CCCC[C@@H]1C=C(C(=O)O)[C@H](c2ccc(CC)cc2)N1S(=O)(=O)c1ccc(C)cc1
1.1 | Cc1cc(C(=O)Cn2nc(C(=O)O)c3ccccc3c2=O)c(C)n1CC(F)(F)F

# More structures
TTR transcr act | SMILES
-1.3 | O=c1[nH]c(C2CCN(S(=O)(=O)c3cccc([N+](=O)[O-])c3)CC2)nc2c1nnn2Cc1ccccc1
1.0 | CNc1ccccc1NC(=O)CCn1c(=S)oc2ccccc21
2.7 | Cc1ccc2c(Cl)c(C(=O)NCCCn3ccnc3)sc2c1
1.1 | N/C(=N\OC(=O)c1ccc2ccccc2c1)c1ccccn1
2.7 | O=C(O)c1cccc(-n2c(O)c(C=C3N=c4ccccc4=N3)sc2=S)c1
-1.9 | COc1ccc2c(c1OC)C(=O)OC2Nc1ncccc1C (stereo not drawn)
0.1 | O=C(N/N=C/C(Br)=C/c1ccccc1)c1ccccc1F
-1.4 | CC1CCCN(S(=O)(=O)c2ccc(C(=O)Nc3nnc(-c4ccncc4)o3)cc2)C1 (stereo not drawn)
-1.9 | Cc1cc(C)cc(-n2ncc3c2CCCC3NC(=O)c2cc(C)[nH]n2)c1 (stereo not drawn)
-0.8 | CC(NC(=O)CCC1COc2ccccc2O1)c1ccccc1 (stereo not drawn)
-3.6 | CCCCNC(=O)CSc1nc2ccc(Nc3nc(N4CCOCC4)nc(N4CCOCC4)n3)cc2s1
2.7 | CCOC(=O)c1c(/N=C/c2cc(C)ccc2O)sc2c1CCN(C)C2
1.6 | CN(C)CCCOc1ccc(Cl)cc1Br
2.2 | CCCCCCc1nc2nc(Cl)c(Cl)nc2[nH]1
-0.5 | O=C(CNC(=O)c1ccc(Cl)cc1Cl)NCCCn1ccnc1
-1.1 | COc1cc(NC2=CC(=O)CC(C)(C)C2)cc(OC)c1
-1.2 | COc1ccc(-c2nnc3ccc(SCC(=O)N4CCCCCC4)nn23)cc1OC
-0.9 | Cc1nn2cc(-c3cccc(Cl)c3)cnc2c1Cl
-0.2 | CCOc1ccccc1CN1CCN(Cc2cc(=O)c3ccccc3[nH]2)CC1CCO (stereo not drawn)
2.9 | CC(=O)NC(C)C(=O)OCC(=O)Nc1ccc(Br)cc1 (stereo not drawn)
-1.5 | CCC(C)(C)NC(=O)CN(CC1CCCO1)C(=O)CCC(=O)Nc1nccs1 (stereo not drawn)
-0.9 | O=S(=O)(/N=C/c1c(O)ccc2ccccc12)c1ccccc1
-0.8 | COCc1c(Br)c(C)nc(OCC(=O)N/N=C/c2cc(C)n(-c3ccc([N+](=O)[O-])cc3)c2C)c1C#N
-0.1 | COc1cccc(C(=O)NCC(=O)OCc2ccc(F)cc2Cl)c1
-1.1 | COC(=O)c1ccc(/C=N/N2C(C)CCCC2C)cc1 (stereo not drawn)
0.4 | COc1ccccc1C(=O)Nc1cccc2nc(C)ccc12
3.4 | CCOc1ccc2c(c1)cc(CN(C(=O)CC)C1CCCCC1)c1nnnn12
-2.5 | CN(c1ccccc1)S(=O)(=O)c1cccc(NC(=O)C2CC(=O)N(Cc3ccccc3)C2)c1 (stereo not drawn)
-0.7 | CCOC(=O)C1CCN(C(=O)c2cc(OCC)c(OCC)c(OCC)c2)CC1
3.2 | COc1ccc(C)cc1-n1nnnc1SCc1nc(N)nc(N(C)C)n1
-1.9 | COC(=O)[C@]12C[C@H](CC(=O)NCc3cccc(C(F)(F)F)c3)C(=O)N(CCc3ccc(OC)c(OC)c3)C1=C[C@H](COCc1ccccc1)O[C@@H]2C

# Compound activity from PubChem BioAssay.

# An excerpt; count on the stated rates, not on these rows.
